TRb SRC2 PPI – inhibitors of human thyroid hormone receptor beta-SRC2 interaction; P10828; TRbeta-SRC2 peptide binding, fluorescence polarization; receptor liganded with 1 µM T3; Potency, µM (highest dose often 106 µM), for the others: at the highest dose activity change, negative = inhibition, usual class: inhibitors; 280,000 compounds, 0.065% hits; AID 1469;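 also: plate controls were bound peptide for no effect and peptide without receptor for full effect; nearly all actives have a fitted effect of over 50% in size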
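Polarization signal, normalized between peptide-alone and full complex controls, measured compound effects on T3-liganded human TRb LBD (0.6 uM) binding 20 nM Texas Red SRC2 peptide after 5 hr.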
GoLoco inh red – inhibitors of human Gai1-RGS12 GoLoco interaction (red fluorophore); P63096; Gai1:RGS12 GoLoco peptide FP, rhodamine, 10 min; Potency, µM (doses to about 61.6 µM), for the others: at the top dose activity, negative = inhibition, actives largely listed as inhibitors; 230,000 compounds, 0.44% hits; active = well fitted inhibition curve with a large enough effect, not every such curve was filed as active; inactive = no such curve, though single readings can be large or run the other way; also: nearly all actives have a fitted effect of over 30% in size; many of its hits are not listed in these tables
Target sequence (P63096 whole entry, looked up): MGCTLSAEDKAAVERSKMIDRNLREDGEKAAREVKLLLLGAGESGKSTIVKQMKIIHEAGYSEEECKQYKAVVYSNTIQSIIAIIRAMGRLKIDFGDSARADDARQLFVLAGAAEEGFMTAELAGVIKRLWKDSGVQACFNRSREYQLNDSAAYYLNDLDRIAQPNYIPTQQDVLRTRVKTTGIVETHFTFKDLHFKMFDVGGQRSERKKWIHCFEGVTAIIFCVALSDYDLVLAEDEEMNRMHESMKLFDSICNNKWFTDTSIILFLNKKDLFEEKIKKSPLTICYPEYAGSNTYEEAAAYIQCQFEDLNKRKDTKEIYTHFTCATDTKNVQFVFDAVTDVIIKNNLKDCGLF
Tau FP inhib – inhibitors of human tau fibril formation; P10636; K18 P301L tau heparin fibrillization, Alexa594 FP, 6 h; Potency, µM (titrated, usually from 57.7 µM), for inactives: at the highest dose activity, negative = inhibition, actives largely listed as inhibitors; 280,000 compounds, 0.39% hits; AID 1468; also: nearly all actives have a fitted effect of over 55% in size
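Steps: dispense K18 P301L tau (15 uM plus 0.24 uM Alexa 594 tracer, final) in pH 7 sodium acetate; add compound; add heparin (20 uM final); incubate 6 hr, 37 C; add ThT (30 uM final); after 1 hr ambient, read FP.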
L3MBTL1 block – inhibitors of human L3MBTL1 | Q9Y468 | AlphaScreen L3MBTL1–H3K9me1 peptide binding | Potency, µM (titrated, usually from 57.1 µM), without a hit: at the top dose activity, negative = inhibition, usual class: inhibitors | 230,000 compounds, 0.66% hits | AID 485360; also: nearly all actives have a fitted effect of over 60% in size
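AlphaScreen assay: L3MBTL1 (50 nM final) was preincubated 30 min at room temperature with biotinylated H3(1-15)K9me1 peptide (75 nM final), then 30 min with library compounds; streptavidin donor and nickel chelate acceptor beads (10 ug/mL final) added, 30 min dark.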
TR SRC2 fluor cs – counter-screen for TRb-SRC2 inhibitors: fluorescence interference; AID 1479; TRb/SRC2 Texas Red total fluorescence interference; 280,000 compounds, 0.29% hits; Potency, µM (doses to about 106 µM), for inactives: at the highest dose fluorescence change, negative = quenching; active = well fitted curve in either direction with a large enough effect; inconclusive = small, poorly fitted or top-dose-only effect
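Flags fluorescent or light-absorbing compounds by total fluorescence, S + 2P, at 555 nm excitation and 632 nm emission. Mixture: 20 nM Texas Red SRC2 peptide, 0.6 uM human TRb LBD, 1 uM T3, 5% DMSO; compound exposure 5 h at ambient temperature.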
RECQ1 inh – blocks DNA unwinding by human RECQ1. P46063. RECQ1 DNA unwinding, red fluorescence kinetic read. Potency, µM (doses to about 57.3 µM), for the others: at the highest dose activity, negative = inhibition, hits mostly inhibitors. 240,000 compounds, 0.54% hits. AID 2549;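 also: plate controls were vehicle for no effect and no enzyme for full effect; nearly all actives have a fitted effect of over 30% in size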
Target sequence (P46063 whole entry, looked up): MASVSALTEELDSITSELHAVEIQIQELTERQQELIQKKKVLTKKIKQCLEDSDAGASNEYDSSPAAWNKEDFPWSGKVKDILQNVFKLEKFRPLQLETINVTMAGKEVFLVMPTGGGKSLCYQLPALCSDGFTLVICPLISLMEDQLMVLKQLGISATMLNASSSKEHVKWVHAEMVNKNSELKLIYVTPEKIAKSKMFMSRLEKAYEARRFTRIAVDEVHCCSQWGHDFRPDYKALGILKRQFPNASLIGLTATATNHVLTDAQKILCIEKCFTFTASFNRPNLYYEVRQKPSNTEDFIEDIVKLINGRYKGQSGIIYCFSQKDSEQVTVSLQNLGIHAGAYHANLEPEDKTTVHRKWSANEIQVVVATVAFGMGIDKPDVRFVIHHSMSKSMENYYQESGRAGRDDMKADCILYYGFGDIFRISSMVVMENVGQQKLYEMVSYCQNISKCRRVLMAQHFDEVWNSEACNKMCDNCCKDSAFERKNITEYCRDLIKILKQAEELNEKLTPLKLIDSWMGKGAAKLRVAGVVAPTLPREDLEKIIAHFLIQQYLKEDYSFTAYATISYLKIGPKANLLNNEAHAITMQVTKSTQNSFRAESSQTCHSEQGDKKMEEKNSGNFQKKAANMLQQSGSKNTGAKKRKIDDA
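50 nM RECQ1T1 preincubated 15 min with compound in Tris pH 8.0 buffer with MgCl2, DTT, Tween-20 and 2.5 ug/ml poly(dI-dC); started with 200 nM TAMRA/BHQ-2 forked duplex and 2 mM ATP. Unwinding read as fluorescence (525/598 nm), two reads 2 h apart.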
Tau ThT inhib – blocks human tau fibril formation measured by thioflavin T; P10636; recombinant tau K18 P301L (four-repeat tau fragment), heparin-induced fibrillization, ThT fluorescence; Potency, µM (highest dose often 57.4 µM), without a hit: top-dose activity, negative = inhibition, usual class: inhibitors; 270,000 compounds, 2.1% hits; also: nearly all actives have a fitted effect of over 55% in size
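In this qHTS, human K18 P301L tau is incubated with compound and heparin for 6 hr at 37 C, and Thioflavin T fluorescence then reports fibril load.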
KDM4E inh – JMJD2E (human) inhibition | B2RXH2 | JMJD2E catalytic domain, FDH-coupled NADH fluorescence (FDH is formaldehyde dehydrogenase) | Potency, µM (doses to about 57.1 µM), for inactives: at the highest dose activity change, negative = inhibition, most hits filed as inhibitors | 230,000 compounds, 1.6% hits; active = well fitted inhibition curve with a large enough effect, not every such curve was filed as active; inconclusive = small, poorly fitted or top-dose-only effect, or another doubt; inactive = no such curve, though single readings can be large or run the other way;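 also: 0% = wells with enzyme and -100% = buffer wells without enzyme; nearly all actives have a fitted effect of over 50% in size; many of its hits are not listed in these tables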
Active calls of the source: *; i = inactive; ? = inconclusive; . = no result given; & = joins results of further samples; [ ] = another dose, or the depositor's remark. Unless noted, calls follow the shape of the dose curve; as a rule, active = well fitted curve in the direction sought with a large enough effect; inconclusive = small, poorly fitted or top-dose-only effect, or another doubt; inactive = no such curve, though single readings can be large; an effect the other way counts as inactive or inconclusive. Unless noted, % is scaled to controls: 0 for no effect and ±100 for the full control effect; potency is read from the fitted curve at half-maximal effect.

SMILES | TRb SRC2 PPI | GoLoco inh red | Tau FP inhib | L3MBTL1 block | TR SRC2 fluor cs | RECQ1 inh | Tau ThT inhib | KDM4E inh
Cc1ccc(NC(=O)CSCc2n[nH]c(=O)[nH]2)c(Br)c1 | -2% | 10% | 3% | 12% | 0% | i | 6% | -4%
CCOCCn1c(C(C)C)nc2ccccc21 | -6% | -1% | 3% | . | 2% | -14% | -1% | -1%
COc1ccccc1NC(=S)NC(C)C(c1cccs1)N1CCOCC1 (stereo unspecified) | -11% | -5% | 12% | . | 1% | -3% | . | 4%
O=C(Nc1ccccc1)Nc1nnc(COc2ccccc2F)s1 | 3% | -15% | 14µM* | . | -2% | 14% | . | 7%
COCCCNC(=O)c1ccc(-n2c(-c3ccccc3)cc3c2CCCCC3)cc1 | 4% | . | 18µM* | . | -23% | . | -5% | .
COc1ccc(C2N(c3ccc(Cl)cc3)C(=O)C3CCCN32)cc1 (stereo unspecified) | -2% | 1% | -4% | 2% | -4% | -11% | 5% | 8%
COc1ccc(C2c3c(-c4ccc(F)cc4)n[nH]c3C(=O)N2c2ccccc2)cc1OC (stereo unspecified) | 15% | . | -5% | . | -3% | . | -17% | .
CN(C)S(=O)(=O)c1ccc(N2CCCC2)c(C(=O)NCC2CCCCC2)c1 | 3% | 7% | 4% | -1% | -1% | i | -4% | 8%
CN(C)c1ccnc2sc(C(=O)NCc3ccccc3)c(N)c12 | 2% | -5% | 2% | . | -1% | -4% | -17% | -5%
O=C(NC1CCCc2ccccc21)C1CCN(S(=O)(=O)c2cccc(C(F)(F)F)c2)CC1 (stereo unspecified) | -1% | 18% | -5% | 1% | -6% | 1% | -13% | -3%
O=C(CSc1nnc(SCc2ccc(Cl)cc2)s1)N/N=C/c1ccc(C(=O)O)cc1 | -8% | 10% | -1% | . | -1% | 1% | . | 14%
COc1ccc(C(CNC(=O)COc2ccc(-c3ccccc3)cc2)N2CCOCC2)cc1 (stereo unspecified) | 4% | 15% | ? | -14% | 7% | -2% | -16% | 1%
c1ccc(-c2cc(-c3nn4c(-c5ccco5)nnc4s3)c3ccccc3n2)cc1 | 1% | 6% | 5% | -4% | 0% | -8% | -18% | 2%
CSc1cccc(NC(=O)CN(c2ccccc2)S(=O)(=O)N(C)C)c1 | 6%&-5% | 3% | ? | 3% | 6%&-4% | -12% | 0%&2% | 4%
CCC(C)NC(=O)CC1Oc2ccc(C)cc2NC1=O (stereo unspecified) | -3% | 8% | 5% | 9% | 4% | -13% | -5% | 1%
COc1ccc(N2Cc3ccccc3/C2=N\C(=O)Nc2ccccc2)cc1 | 3% | 2% | 9% | 2% | 0% | -10% | -2% | -8%
O=C(COc1ccc2oc(-c3ccccc3)cc(=O)c2c1)NCc1ccco1 | -1% | 7% | -7% | ? | 0% | -12% | ? | ?
CN1CCN(C(=S)NC(=O)c2ccc(S(=O)(=O)N3CCOCC3)cc2)CC1 | 0% | -8% | -2% | 6% | -5% | i | 2% | -5%
CSc1ccccc1NC(=O)CSc1n[nH]c(C)c1[N+](=O)[O-] | 0% | 9% | -10% | . | 2% | -5% | -11% | 2%
CCOc1ccccc1CNS(=O)(=O)c1ccc2[nH]c(=O)sc2c1 | -4% | 6% | -8% | -2% | -4% | -8% | 2% | 3%
CCc1ccc(NC(=O)c2cnc(N3CCN(c4ccccn4)CC3)c3ccccc23)cc1 | -3% | 7% | 3% | . | -1% | -17% | -15% | ?
Cc1ccccc1-n1c(SCc2csc(Nc3ccccc3)n2)nnc1-c1cccnc1 | -9% | 3% | 15% | -13% | -5% | -3% | ? | -13%
O=C1OC(C(=O)NCc2ccccc2)Cc2ccccc21 (stereo unspecified) | 2% | 5% | 4% | . | -1% | -14% | -3% | 3%
Cc1c(C(=O)Oc2cccc3ccccc23)cnn1-c1ccccc1 | -10% | 10% | -9% | . | 1% | -17% | ? | 0%
CCc1ccc2oc(=O)cc(CN3CCN(c4ccc(F)cc4)CC3)c2c1 | 14% | 41%[activator] | -4% | -20% | 2% | -8% | ? | -23%
CC(C)(C)OC(=O)N/N=C\C=C\c1ccc2c(c1)OCO2 | 11% | 1% | 3% | 5% | 0% | -4% | -19% | ?
CCOc1ccc(C(=O)Nc2cccc(NC(=O)c3ccco3)c2)cc1Cl | -10% | . | ? | . | -19% | . | -1% | .
Cc1cc(C)n(-c2nnc(Nc3ccc(C)c(C)c3)c3ccccc23)n1 | -10% | . | -5% | . | 0% | . | -16% | .
C=CCn1c(C(C)NC(=O)C(C)(C)C)nc2ccccc21 (stereo unspecified) | -9% | -2% | -2% | -11% | -3% | -3% | 1% | -3%
Cn1c(=O)[nH]c(=O)c2c1nc(N1CCCCCC1)n2CCN1CCCCCC1 | -2% | 7% | -3% | 3% | -7% | 0% | -4% | -6%
CN(C(=O)Cn1cnc2onc(-c3ccc(F)cc3)c2c1=O)c1ccccc1Cl | -2% | . | -13% | . | -4% | . | -4% | .
CCOc1ccc(-n2c(Cc3ccccc3)nnc2SCc2c(C)noc2C)cc1 | -3% | 6% | 3% | -5% | -2% | -15% | -4% | 2%
Cn1c(N)c(S(=O)(=O)N2CCN(Cc3ccccc3)CC2)c(=O)n(C)c1=O | -2% | 7% | -8% | . | -7% | -1% | -1% | 6%
O=C(Nc1ccccc1F)N(CCCN1CCOCC1)Cc1cc2cc3c(cc2[nH]c1=O)OCCO3 | 4% | -2% | -6% | -3% | -4% | -15% | 3% | ?
Cc1c(NC(=O)OCCNC(=O)COc2c(Cl)cccc2Cl)sc(=S)n1C | -1% | -9% | 11% | -10% | -3% | -15% | -15% | 12%
CSc1nc2ccccc2cc1/C=C(\C#N)c1ccc(Cl)cc1Cl | -1% | 7% | -12% | 3% | -1% | 0% | -14% | 3%
CCOC(=O)N1CCC(NC(=O)Cn2ncc3ccccc32)CC1 | 0% | -3% | -9% | . | 1% | 2% | -9% | 5%
CNC(=O)CSc1nnc(-c2ccccn2)n1Cc1ccco1 | -8% | 4% | 5% | 3% | -1% | -11% | -5% | 8%
COc1ccccc1NC(=O)/C=C/C(N)=O | 7% | -14% | 2% | . | -2% | -1% | ? | 2%
Cc1ccc2c(c1)nnn2C1CCN(C(=O)NC23CC4CC(CC(C4)C2)C3)CC1 | 2% | -10% | -7% | 9% | -1% | -2% | -4% | 9%
Cc1ccc(CNC(=O)CCS(=O)(=O)c2cc3c(cc2Cl)NC(=O)CO3)cc1 | -3% | . | 5% | . | -2% | . | ? | .
Cc1cccc(CSCCNC(=O)C2CCN(S(=O)(=O)Cc3ccccc3)CC2)c1 | 2% | . | -1% | . | -1% | . | ? | .
CCCCCCn1c(/C=C/c2ccccc2)nc2ccccc21 | -10% | . | 8% | . | 1% | . | ? | .
CCN(CC)CCCNC(=O)CCc1ccccc1 | -8% | 12% | -5% | . | 2% | i | -1% | -5%
O=C(c1ccccn1)N1CC=C(c2ccccc2)CC1 | -5% | 1% | 0% | . | -1% | -4% | 2% | -26%
O=C(CCNS(=O)(=O)c1ccc(Cl)cc1)OCC(=O)c1ccc[nH]1 | -5% | 9% | 9% | -3% | 0% | -6% | -2% | 4%
COC(=O)c1[nH]c2cccc(Cl)c2c1NC(=O)CN1CCCCC1C (stereo unspecified) | 5% | 2% | -6% | -6% | 0% | -8% | -14% | 7%
Cc1ccc(NC(=S)N(CCCN2CCC(C)CC2)Cc2ccco2)cc1 | -4% | 5% | -5% | 12% | 1% | i | -3% | 4%
COC(=O)CSc1nnc(CNC(=O)Cc2ccccc2)n1C | 1% | 6% | 3% | 2% | -4% | i | -2% | 8%
COc1ccccc1NC(=O)CSc1nnc(C)n1CCc1ccccc1 | -5% | 3% | -2% | 8% | -7% | 7% | -5% | 6%
Cc1ccc(S(=O)(=O)N2CCCCC2)cc1C(=O)Nc1ccc2cn[nH]c2c1 | 5% | 7% | -5% | -4% | 1% | -3% | -8% | -2%
CCOC(=O)c1nnn(-c2nonc2N)c1COc1c(C=O)cccc1OC | -2% | 3% | 4% | -5% | 0% | -7% | -3% | 3%
O=C(Cn1nnc(-c2ccccc2)n1)NNC(=O)c1ccco1 | -1% | 0% | 0% | 6% | -4% | -4% | -6% | -6%
CCCCCC(=O)OC(CN1CCCCCC1)CN1CCCC1=O (stereo unspecified) | 3% | 0% | 1% | 14% | -1% | -15% | -2% | 0%
COc1ccccc1CCc1nnc(CCC(=O)NCCOc2cccnc2)o1 | 2% | 2% | 5% | 5% | -5% | 0% | -9% | -2%
Fc1ccc(-c2cc3nc4c(c(N5CCOCC5)n3n2)CCCC4)cc1 | -13% | -2% | -3% | 18% | -2% | -8% | ? | ?
CCOc1ccc(-c2cc3nc(C4CCN(C(=O)OC(C)(C)C)CC4)c(C(=O)Nc4ccc(C)cc4C)cn3n2)cc1 | 1% | . | -5% | . | -2% | . | ? | .
CCn1c2ccccc2c2cc(NC(=O)COc3cccc(C)c3)ccc21 | 10% | . | 5% | . | -3% | . | ? | .
COC(=O)CC1C(=O)NCCN1C(=O)OC(C)(C)C (stereo unspecified) | -8% | 9% | -5% | 9% | -1% | i | 6% | 10%
O=C(C1CC1)N1CCN=C1SCc1ccccc1 | -19% | -2% | -9% | 1% | 2% | -14% | -6% | -1%
N#C/C(=C/c1ccccc1)C(=O)NCc1ccccc1 | -14% | 12% | 14% | 2% | 0% | 2% | -13% | -26%

Whole records, looked up by structure.
CN1CCN(C(=S)NC(=O)c2ccc(S(=O)(=O)N3CCOCC3)cc2)CC1 is listed with TRb SRC2 PPI: 0%; GoLoco inh red: -8%; Tau FP inhib: -2%; L3MBTL1 block: 6%; TR SRC2 fluor cs: -5%; RECQ1 inh: i; Tau ThT inhib: 2%; KDM4E inh: -5%
CCOc1ccccc1CNS(=O)(=O)c1ccc2[nH]c(=O)sc2c1 is listed with TRb SRC2 PPI: -4%; GoLoco inh red: 6%; Tau FP inhib: -8%; L3MBTL1 block: -2%; TR SRC2 fluor cs: -4%; RECQ1 inh: -8%; Tau ThT inhib: 2%; KDM4E inh: 3%

Screens (PubChem)

These rows are one share of the data (hit frequency here may not be typical).
